FLuc modulator = counter-screen for miR-21 project: firefly luciferase inhibitors or activators. P08659. purified FLuc, Km substrates, luminescence inhibition. Potency, µM (series often up to 57.5 µM), inactives show at the highest dose activity change, negative = inhibition, usual class: inhibitors. 6.9% of 360,000 active. AID 588342;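 note: potency is the fitted concentration of half-maximal effect; plate controls were vehicle for no effect and reference inhibitor for full effect; nearly all actives have a fitted effect of over 55% in size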
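Biochemical qHTS of compounds, final roughly 60 µM downward over six points, against 10 nM purified firefly luciferase using Km concentrations of substrates (10 uM D-luciferin, 10 uM ATP) in Tris acetate pH 7.5 buffer; luminescence output.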
MBNL1 CUG block = blocks human MBNL1 binding to CUG repeat RNA; AID 2675; 0.036% of 280,000 active; Potency, µM (doses to about 57.5 µM), inactives show top-dose activity change, negative = inhibition, usual class: inhibitors; TR-FRET MBNL1-His/biotin-(CUG)12 binding, 665/545 ratio; active = well fitted inhibition curve with a large enough effect in the signal ratio, with a control signal flat, not every such curve was filed as active; inconclusive = small, poorly fitted or top-dose-only effect, or effect the other way, or a change in a side signal; inactive = no such curve, though single readings can be large or run the other way; the % refers to the signal ratio; note: potency is the fitted concentration of half-maximal effect; % is set by controls: 0 for no effect and ±100 for the full control effect
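MBNL1-His + Biotin-(CUG)12, cpd titration 92 nM–58 uM; Tb anti-His Ab 0.055 ng/ul, SA-XL665 5 nM (final); 60 min RT; ratiometric 665/545 nm, Ex 340 nm; normalized to buffer and full-complex controls.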
NPC1 promoter act = NPC1 promoter activation; Huh7 NPC1 promoter luciferase reporter, 24 h; Potency, µM (highest dose often 9.22 µM), inactives show at the top dose activation, usual class: activators; 2.4% of 320,000 active; AID 485313;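 note: potency is the fitted concentration of half-maximal effect; % of control where 0% means no effect; nearly all actives have a fitted effect of over 60% in size; reporter is driven by a mutant NPC1 promoter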
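Luminescence read-out of NPC1 promoter-driven luciferase in stably transfected Huh7 cells; compounds delivered in DMSO and left 24 h at 37C, 5% CO2, qHTS titration format.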
Mito fusion act = inhibitors of mitochondrial division or activators of mitochondrial fusion | S. cerevisiae fusion-defective mutant growth rescue, CellTiterGlo 48 h | Potency, µM (series often up to 46.1 µM), inactives show at the highest dose growth rescue (activation), actives largely listed as activators | 0.23% of 320,000 active | AID 485298;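 note: potency is the fitted concentration of half-maximal effect; % of control where 0% means no effect; nearly all actives have a fitted effect of over 45% in size; temperature-sensitive fusion mutants such as fzo1-1 at 37 °C on non-fermentable ethanol glycerol medium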
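S. cerevisiae fusion-defective temperature-sensitive mutants (e.g. fzo1-1, mgm1-5) grown 48 h at 37C in YPEG (ethanol/glycerol non-fermentable) medium with 23 nl compound per well; growth rescue read as CellTiterGlo luminescence.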
Gal4-VP16 FLuc = Gal4-VP16 reporter inhibition counter-screen | Drosophila S2 Gal4-VP16 UAS-luciferase, luminescence, 20 h | Potency, µM (series often up to 53.6 µM), inactives show at the top dose activity, negative = inhibition, usual class: inhibitors | 3.5% of 310,000 active;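 note: Gal4-VP16 expression switched on by copper sulfate through the metallothionein promoter; potency is the fitted concentration of half-maximal effect; % is set by controls: 0 for no effect and ±100 for the full control effect; nearly all actives have a fitted effect of over 50% in size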
Rab9 prom act = Rab9 promoter activation; Huh7 Rab9 promoter-luciferase reporter, luminescence, 24 h; Potency, µM (titrated, usually from 9.22 µM), for the others: at the top dose activation, negative = inhibition, actives largely listed as activators; 2.8% of 320,000 active; AID 485297; note: potency is the fitted concentration of half-maximal effect; % of control where 0% means no effect; nearly all actives have a fitted effect of over 60% in size
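Steps: seed 1500 Huh7 Rab9-luc cells per well, rest 2 h at 37 °C; add compound in DMSO; incubate 24 h; add luciferase reagent, 10 min ambient; read luminescence.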
ELG1 repair inh = ELG1-dependent DNA repair inhibition; HEK293T ELG1-luciferase reporter, luminescence, 16 h; DNA damage induced by 5-fluorouridine; 2.3% of 330,000 active; Potency, µM (top dose mostly 46.1 µM), without a hit: top-dose activity change, negative = inhibition, most hits filed as inhibitors; note: potency is the fitted concentration of half-maximal effect; % is set by controls: 0 for no effect and ±100 for the full control effect; nearly all actives have a fitted effect of over 55% in size
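In this reporter screen, reduction of luminescence relative to DMSO vehicle indicated activity. Compounds and 5-fluorouridine were added together to 2,000 cells per well, incubated for 16 hr at 37 °C, then developed with ONE-Glo.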
PKM2 activator = activators of human pyruvate kinase M2; purified PKM2, Kinase-Glo ATP luminescence, activation; response scale: 0% is enzyme alone, no compound; Potency, µM (doses to about 57.5 µM), for the others: at the top dose activation, usual class: activators; 0.34% of 260,000 active; AID 1631; note: potency is the fitted concentration of half-maximal effect; % is set by controls: 0 for no effect and ±100 for the full control effect; nearly all actives have a fitted effect of over 55% in size
Target sequence (P14618 whole entry, looked up): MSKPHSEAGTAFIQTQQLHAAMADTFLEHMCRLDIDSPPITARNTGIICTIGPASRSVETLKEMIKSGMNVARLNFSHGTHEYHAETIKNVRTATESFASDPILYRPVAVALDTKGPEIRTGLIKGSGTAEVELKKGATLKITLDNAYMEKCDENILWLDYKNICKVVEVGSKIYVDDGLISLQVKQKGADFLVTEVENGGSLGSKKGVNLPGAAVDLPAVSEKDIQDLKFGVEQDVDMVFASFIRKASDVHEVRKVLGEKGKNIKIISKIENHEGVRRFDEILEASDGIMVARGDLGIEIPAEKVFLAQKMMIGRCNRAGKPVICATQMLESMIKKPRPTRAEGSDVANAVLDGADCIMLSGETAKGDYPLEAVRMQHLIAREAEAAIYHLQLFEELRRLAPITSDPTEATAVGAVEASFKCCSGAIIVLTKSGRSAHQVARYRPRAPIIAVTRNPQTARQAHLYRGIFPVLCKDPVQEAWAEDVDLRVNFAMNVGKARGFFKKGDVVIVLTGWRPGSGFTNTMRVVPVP
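Purified hPK-M2 (>95% pure) converted ADP (0.1 mM final) to ATP with 0.5 mM PEP in 50 mM imidazole pH7.2, KCl, MgCl2, Tween 20, BSA; 1 h at room temperature. ATP detected by Kinase-Glo luminescence.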
Menin MLL FP TR = inhibitors of human menin-MLL interaction, mutant MLL peptide; AID 1768; O00255; Potency, µM (doses to about 61.6 µM), without a hit: top-dose FP activity change, negative = inhibition, actives largely listed as inhibitors; 0.23% of 270,000 active; Menin + Texas Red MLL mutant peptide, fluorescence polarization; active = well fitted inhibition curve with a large enough effect in the polarisation, with a control signal flat, not every such curve was filed as active; inconclusive = small, poorly fitted or top-dose-only effect, or effect the other way, or a change in a side signal; inactive = no such curve, though single readings can be large or run the other way; the % refers to the polarisation; note: potency is the fitted concentration of half-maximal effect; % of control where 0% means no effect; many of its hits are not listed in these tables
Target sequence (O00255 whole entry, looked up): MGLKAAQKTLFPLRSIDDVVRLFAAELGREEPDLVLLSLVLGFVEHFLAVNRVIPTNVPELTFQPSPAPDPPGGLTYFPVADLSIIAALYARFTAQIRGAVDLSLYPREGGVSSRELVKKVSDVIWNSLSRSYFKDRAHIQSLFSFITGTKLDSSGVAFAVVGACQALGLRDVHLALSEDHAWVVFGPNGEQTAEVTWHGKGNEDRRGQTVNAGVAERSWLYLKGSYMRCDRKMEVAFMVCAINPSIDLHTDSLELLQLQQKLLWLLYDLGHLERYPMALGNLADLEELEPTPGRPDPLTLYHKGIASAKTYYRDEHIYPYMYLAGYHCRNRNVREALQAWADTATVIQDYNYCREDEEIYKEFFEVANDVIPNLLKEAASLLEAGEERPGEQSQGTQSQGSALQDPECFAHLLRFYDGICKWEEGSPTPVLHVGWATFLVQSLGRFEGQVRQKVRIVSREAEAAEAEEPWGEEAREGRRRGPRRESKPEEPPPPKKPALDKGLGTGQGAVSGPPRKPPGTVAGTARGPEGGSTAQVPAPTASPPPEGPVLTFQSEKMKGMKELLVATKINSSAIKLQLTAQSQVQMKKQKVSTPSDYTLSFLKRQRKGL
RORg inh = inhibitors of mouse ROR gamma transcriptional activity; P51450; 5.4% of 310,000 active; Drosophila S2 Gal4-RORgamma UAS-luciferase reporter, 20 h; Potency, µM (highest dose often 53.6 µM), for the others: top-dose activity change, negative = inhibition, most hits filed as inhibitors; AID 2551; note: potency is the fitted concentration of half-maximal effect; % is set by controls: 0 for no effect and ±100 for the full control effect; nearly all actives have a fitted effect of over 60% in size
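Compounds are pin-transferred onto Drosophila Schneider cells expressing a copper-inducible Gal4–ROR gamma transactivation domain fusion. After 1 hr, copper sulfate is added to 700 uM final; luciferase is read 20 hr later.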
KCNH2 3.1 block = inhibitors of human KCNH2 3.1 potassium channel isoform; U2OS KCNH2 3.1, thallium flux FluxOr; hits give low values; activity change, % (tested at about 1.8 µM); 0.95% of 340,000 active; AID 720553;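 active = maximum activity change below -70%; inconclusive = maximum activity change from -70% to -50%; inactive = maximum activity change above -50%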;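 note: thallium influx rate constant from kinetic fluorescence after stimulation buffer; % is set by controls: 0 for no effect and ±100 for the full control effect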
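Steps: virus added to U2OS suspension (4 h, RT, dark); medium with 10% FBS added, cells plated, 37 C overnight; FluxOr/Red40 loading buffer 45 min RT; stimulation buffer, 2 min kinetic read; rate constant normalized.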
Numbers without * were called inactive; u = inconclusive; x = not tested or not shown; & = joins results of further samples; [ ] = dose if it differs, or a comment. Unless noted, calls come from the whole dose curve; as a rule, active = well fitted curve in the direction sought with a large enough effect; inconclusive = small, poorly fitted or top-dose-only effect, or another doubt; inactive = no such curve, though single readings can be large; an effect the other way counts as inactive or inconclusive.

SMILES	FLuc modulator	MBNL1 CUG block	NPC1 promoter act	Mito fusion act	Gal4-VP16 FLuc	Rab9 prom act	ELG1 repair inh	PKM2 activator	Menin MLL FP TR	RORg inh	KCNH2 3.1 block
CC(C)(C)NC(=O)c1ccc2nccnc2c1	4%	16%	1%	-7%	6%	1%	4%	0%	0%	-6%	-2
COc1cccc(/C=C2/Oc3ccccc3N(CC(=O)NCC3CCCO3)C2=O)c1 (centres undefined)	9.5µM*	-2%	0%	14%	-8%	3%	-14%	x	17%	2%	-2
NC(=O)c1nc(C(=O)N2CCCCC2)c2ccccc2n1	0%	x	-1%	-2%	x	1%	18%	x	x	x	28
COc1ccc(/C=C(/NC(=O)c2ccc(C)cc2)C(=O)N2CCCC2)cc1OC	-2%	6%	-8%	1%	3%	5%	-1%	-8%	-9%	1%	-7
CN(Cc1ccccc1)C(=O)c1ccc(NC(=O)Cc2cccc(NC(=O)C3CCCN(C(=O)C4CCCC4)C3)c2)cc1 (centres undefined)	-16%	x	4%	7%	x	-9%	u	x	x	x	17
O=S(=O)(Cc1nnnn1-c1ccccc1)c1ccccc1	6%	-6%	-3%	0%	-1%	-5%	-5%	-8%	x	-14%	9
CCN(CC)CCCn1c2c(c(SCC(=O)Nc3cccc4ccccc34)nc1=O)CCC2	1%	x	5%	-3%	x	-5%	-1%	x	x	x	4
Cc1onc(-c2ccccc2)c1-c1ccc(S(N)(=O)=O)cc1	2%	4%	1%	3%	-3%&-7%	-5%	x	4%	6%&-9%	5%&6%	-15
COc1ccc(C(=O)NC(=S)N2CCN(C)CC2)cc1Br	2%	2%	2%	-1%	2.8µM*	1%	3%	-5%	12%	0.45µM*	16
COc1ccc(OC)c(NC(=O)c2sc3ncnc(N4CCN(c5ccccn5)CC4)c3c2C)c1	-2%	-5%	0%	14%	-6%	3%	2.6µM*	-2%	-26%	-23%	-11
O=C(O)CCn1c(CO)nc2ccccc21	-2%	-1%	-7%	-4%	6%	-3%	-10%	-1%	3%	9%	6
COc1ccc(OCCN2C(=O)c3cccc(N)c3C2=O)cc1	u	u	-33%[inhibitor]	5%	25%	u	u	x	15%	51%	2
COCC(C)n1c(C)cc(C(=O)CN2C(=O)NC(Cc3c[nH]c4ccccc34)C2=O)c1C (centres undefined)	0%	-3%	-1%	2%	8%	-3%	-4%	-1%	1%	-6%	4
O=C(NC(=S)Nc1ccc(S(=O)(=O)N2CCCCC2)cc1)c1ccc(Cl)cc1	10%	1%	-9%	1%	-1%	-10%	2%	1%	-20%	0%	-5
CCOC(=O)c1c(NC(=O)COC(=O)Cc2n[nH]c(=O)c3ccccc23)sc(C(=O)N(C)C)c1C	3%	x	4%	-5%	x	9%	u	x	x	x	0
CC(=O)Nc1ccc(-c2csc(Nc3ccc(S(N)(=O)=O)cc3)n2)cc1	-3%	10%	-12%	-4%	-11%	-4%	-14%	-18%	-6%	-32%	8
COc1ccc(NC(=O)NNC(=O)CCC(=O)Nc2ccccc2Cl)cc1	0%	-1%	-2%	-8%	2%	2%	2%	-3%	22%	5%	3
COc1ccc(Cl)cc1Nc1nc(-c2sc(NC(=O)c3ccccc3)nc2C)cs1	0%	70%[activator]	-8%	-1%	-6%	-3%	-23%	1%	u	-3%	x
NS(=O)(=O)c1ccc(CNc2nc(-c3cccnc3)nc3ccccc23)cc1	-3%	0%	-3%	5%	0%	0%	u	x	17%	7%	1
Cc1cccc(CSC2=NCCN2S(=O)(=O)c2ccc(F)cc2)c1	4%	-3%	-4%	1%	-8%	-2%	-12%	6%	16%	25%	20
CCN(CC)c1nc(OCCNC(=O)Nc2ccccc2)nc(N(CC)CC)n1	0%	-5%	-1%	3%	-5%	-8%	18µM*	-8%	0%	1%	-7
COc1cc(/C=N/c2oc(-c3ccccc3)cc2C#N)ccc1O	u	u	2%	-3%	12%	-4%	17%	3%	36%[activator]	-7%	-10
CCOC(=O)c1ccc2[nH]c3c(c2c1)CCCC3	11µM*	-12%	2.8µM*	2%	-7%	u	u	3%	u	u	-11
NCCCNC(=O)Cn1c(=O)c2c3c(sc2n(Cc2ccccc2)c1=O)CCCC3	-1%	-5%	2%	-14%	-7%	-4%	-6%	x	u	-8%	3
O=C(NCC1CCCO1)c1nn2c(C(F)(F)F)cc(-c3cccs3)nc2c1Br (centres undefined)	0%	8%	-2%	5%	-13%	-3%	2%	0%	0%	-2%	-5
COc1ccc(C(=O)OCC(=O)Nc2c(C)cccc2C)c(OC)c1OC	0%	5%	0%	-1%	7%	-2%	u	x	u	19%	-4
CC(C)(C)c1ccc(CN2C(=O)CSC2=O)cc1	-11%	-4%	-2%	14%	-9%	14%	u	-5%	-8%	-4%	-10
CNC(=S)N/N=C1\C(=O)c2cccc3cccc1c23	u	u	22%	-4%	2.5µM*	u	u	-12%	u	0.5µM*	22
O=C(COC(=O)c1ccc(S(=O)(=O)NCc2ccco2)cc1)NC1CCCCCC1	-5%	-4%	0%	-1%	4%	2%	u	-3%	4%	-13%	-4
COC(=O)C1(S(=O)(=O)c2cccc3nsnc23)CC1	1%	u	-5%	-3%	24%	u	-12%	-2%	-9%	-26%	15
OC(COCC1COc2ccccc2O1)CN1CCN(c2ccccc2F)CC1 (centres undefined)	-1%	-11%	-5%	-5%	-1%	0%	1%	-5%	-8%	11%	x
CCOC(=O)C1=C(C)N(c2ccc(OC)cc2)C(=O)/C1=C\c1ccc(O)c(OCC)c1	-8%	18%	-2%	1%	u	1%	-11%	u	x	u	x
CCOC(=O)CC1(c2ccc(OC)c(OC)c2)C(=O)c2ccccc2C1=O	1%	x	-6%	4%	4%	-1%	0%	5%	x	12%	0
CC(C)(C)c1ccc(OCc2nc(-c3ccccn3)no2)c(Br)c1	3µM*	-10%	x	14%	u	x	x	1%	-2%	u	u
COC(=O)C(NC(=O)c1ccccc1)(Nc1nccs1)C(F)(F)F (centres undefined)	0%	-3%	5%	2%	-5%	9%	u	20%	2%	-11%[10 µM]	-10
CC(C)NC(=O)CC(=O)N/N=C/c1cccs1	3%	-5%	-16%	-3%	-14%	-9%	u	6%	-14%	-16%	-8
CNc1nc(N)c([N+](=O)[O-])c(NCC2CCCO2)n1 (centres undefined)	-1%	-13%	-3%	1%	-10%	0%	u	-13%	x	40%	-27
CCCn1c(C)nc2c(c1=O)c1nc3ccccc3nc1n2CCC1=CCCCC1	2%	u	-6%	4%	-2%	7%	-20%	24%	-29%	-6%	-7
CC(C)CC(=O)N/C(N)=N/c1nc2ccccc2o1	8.5µM*	x	1.6µM*	-16%	-3%	1.4µM*	u	-3%	x	10µM*	-11
O=c1cc(-c2ccc(O)cc2)oc2c(O)c(O)c(O)c(O)c12	1%	u	-5%	-3%	-5%	-1%	-22%	-46%	x	-19%	-9
Cc1cccn2c(=O)c(C=O)c(N3CCN(C)CC3)nc12	2%	18%	1%	3%	-4%	1%	-22%	-1%	0%	-14%	-5
Cc1ccc(N(CCC#N)C(=O)COC(=O)C2CCN(S(=O)(=O)c3ccc(C)c(C)c3)CC2)cc1	0%	x	-3%	3%	x	-3%	7%	x	x	x	-10
c1cnc(SCCOc2cccc3ccccc23)nc1	7.6µM*	8%	u	15%	u	2.2µM*	u	4%	u	u	-13
CCOc1ccc(S(=O)(=O)N2CCN(C(=O)CCOc3ccccc3C)CC2)cc1	0%	x	-8%	5%	x	-5%	u	x	x	x	-20
CC(OC(=O)C1CCN(c2ccc(C(F)(F)F)cn2)CC1)C(=O)NC1CCCCC1C (centres undefined)	-2%	x	-2%	3%	x	2%	3%	x	x	x	-12
O=C1Nc2ccc(Br)cc2C1(O)Cc1ccncc1 (centres undefined)	1%	0%	0%	0%	-1%	-3%	13%	-1%	18%	18%	2
O=C(CSc1nnc2sc3ccccc3n12)NCc1ccc2c(c1)OCO2	-7%	-9%	-7%	21%	-2%	-6%	-4%	-3%	x	20%	9
Cc1cc(Cn2nc(-c3ccccc3)cc2C(=O)NCc2cccc(C(F)(F)F)c2)on1	1%	x	-3%	-7%	x	0%	u	x	x	x	x
Cc1cc(C(=O)Nc2sc3c(c2C#N)CCC3)no1	5.4µM*	35%[activator]	-3%	22%	u	29%	u	9%	14%	u	-11

High-throughput results deposited in PubChem BioAssay by National Center for Advancing Translational Sciences (NCATS).

An excerpt; rates above refer to the full screens.
